Screening results from PubChem.
TbREL1 inh: TbREL1 RNA ligase inhibitors, primary screen, biochemical, FRET fluorescence | AID 1117264, 2014 | TbREL1 RNA ligation | 89,000 compounds, 0.49% hits | inhibition, % at 9.66 µM | RNA-editing ligase 1, mitochondrial (Trypanosoma brucei brucei), P86926;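 active = inhibition above the mean inhibition across all screened compounds plus 3 SD, cut at about 11% in these data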;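 note: 0% = plate median of test wells and 100% = NSC42067 control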
Target sequence (P86926 whole entry, looked up): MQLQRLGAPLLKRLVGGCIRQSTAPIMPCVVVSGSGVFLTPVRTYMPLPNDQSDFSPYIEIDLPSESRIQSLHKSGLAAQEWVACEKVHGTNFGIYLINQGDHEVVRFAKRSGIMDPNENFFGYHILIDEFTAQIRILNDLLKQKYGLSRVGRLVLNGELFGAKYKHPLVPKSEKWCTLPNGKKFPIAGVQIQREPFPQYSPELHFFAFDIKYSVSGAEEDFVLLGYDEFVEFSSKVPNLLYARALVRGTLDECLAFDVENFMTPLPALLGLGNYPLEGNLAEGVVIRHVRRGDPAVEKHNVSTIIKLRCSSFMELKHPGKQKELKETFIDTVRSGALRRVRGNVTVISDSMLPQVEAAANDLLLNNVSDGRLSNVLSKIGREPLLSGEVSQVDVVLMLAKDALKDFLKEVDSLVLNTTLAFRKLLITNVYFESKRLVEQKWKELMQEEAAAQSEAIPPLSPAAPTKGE
Active calls of the source: *. The list is partial; the hit share may differ from the screen's.

TbREL1 inh,SMILES
0,O=C(NCc1ccco1)C1CCCN(S(=O)(=O)c2ccc([N+](=O)[O-])cc2)C1 (stereo unspecified)
2,Cc1c(C(=O)NCc2ccc([N+](=O)[O-])cc2)sc(=O)n1Cc1ccc(-c2ccccc2)cc1
0,Cc1ccnn1CCC(=O)N1CCCC(N2CCN(c3cccc(Cl)c3)CC2)C1 (stereo unspecified)
2,COc1ccc(Cl)cc1N=Cc1c(O)cc(C)oc1=O
0,COc1ccccc1NC(=O)N1CCC(NC(=O)C2CCCCC2)CC1
-3,COc1ccc(CN(CC(=O)NCC2CCCO2)C(=O)CCC(=O)Nc2cc(C)ccn2)cc1 (stereo unspecified)
-5,CC1(c2ccccc2)NC(=O)N(CC(=O)Nc2cc(Cl)ccc2N2CCOCC2)C1=O (stereo unspecified)
-3,c1ccc(NCc2cccnc2)cc1
1,C=CCNc1ccc(C(=O)O)cc1
1,COc1cc(C(=O)NNC(=O)c2cc(-c3ccccc3)n[nH]2)cc(OC)c1C
-4,CC(=O)Nc1ccc(-c2cc(N)n(-c3ccccc3)n2)cc1
-2,COc1ccc(N(CC(=O)NC2CCCC2)C(=O)CCC(=O)Nc2nc(C)cs2)cc1OC
-1,CCN(C(=O)COC(=O)c1ccc(COc2ccc3c(C)cc(=O)oc3c2)cc1)C1CCS(=O)(=O)C1 (stereo unspecified)
-3,COCCNC(=O)C1(C)CCCN(Cc2ccc(C)c3ccccc23)C1 (stereo unspecified)
-1,Cc1cccc(C)c1NC(=O)CNC(=O)CNC(=O)Cc1cccc2ccccc12
21*,COc1cc2c(cc1OC)-c1cc(NCc3ccccn3)nc(=O)n1CC2
-2,CC(=O)Nc1cccc(C(=O)Nc2cccc3ncccc23)c1
7,COCCN(C(=O)COC(=O)/C=C/c1nc2ccccc2s1)c1c(N)n(Cc2ccccc2)c(=O)[nH]c1=O
0,CCc1ccc(C2=Nn3c(nnc3-c3cccs3)SC2)cc1
1,COc1ccc(CC(=O)NCC(C)(C)N2CCOCC2)cc1
-2,CC(=O)Nc1ccc(S(=O)(=O)N(C)c2ccc(OCC(=O)OCC(=O)NCc3ccco3)cc2)cc1
1,CCCc1cc(C(=O)N2CCCN(C)CC2)cs1
-1,N#CC1(NC(=O)COC(=O)/C=C/c2ccc3ccccc3n2)CCCCC1
-4,COc1ccc(-n2c(N)c(C(=O)NCC3CCCO3)sc2=S)cc1 (stereo unspecified)

Reformatted with bars between the fields: 2 of the compounds above
molecule | TbREL1 inh
COCCN(C(=O)COC(=O)/C=C/c1nc2ccccc2s1)c1c(N)n(Cc2ccccc2)c(=O)[nH]c1=O | 7
CCc1ccc(C2=Nn3c(nnc3-c3cccs3)SC2)cc1 | 0

(cont.)
TbREL1 inh,SMILES
-2,O=C1N[C@@H](Cc2cn(S(=O)(=O)c3ccccc3)c3ccccc23)C(=O)N[C@H]1Cc1ccccc1
1,CCOc1ccccc1/C=N/NC(=O)c1ccc(Cn2cc([N+](=O)[O-])cn2)o1
-4,CCOc1ccc(C2c3c(oc4cc(C)c(C)cc4c3=O)C(=O)N2CCCN(C)C)cc1OC (stereo unspecified)
0,CCN(C(=O)COC(=O)C(C)(C)Oc1ccc(Cl)cc1)c1c(N)n(Cc2ccccc2)c(=O)[nH]c1=O
5,O=C(Nc1cccnc1)c1ccc(Cl)c(S(=O)(=O)N2CCOCC2)c1
7,Cc1occc(=O)c1OCc1ccc(Cl)cc1Cl
-2,CCCCN(C1CCS(=O)(=O)C1)S(=O)(=O)c1cccs1 (stereo unspecified)
1,CCCCn1c(-c2ccc(Cl)c(Cl)c2)nc2cc3[nH]c(=O)c(C(C)C)nc3cc21
0,CCOC(=O)c1c(C)[nH]c(C(=O)OCC(=O)Nc2ccc(OCC)cc2)c1C
-1,Clc1cc(Cl)cc(C2=NC(Cc3ccccc3)CO2)c1 (stereo unspecified)
-7,COc1ccc(N2CCN(C(=O)CSc3nnc4c(C)cc5ccc(C)c(C)c5n34)CC2)cc1
3,O=C1C=C(c2cccc3c2sc2ccccc23)C[C@@H](c2ccc(Cl)cc2)C1
1,CC(c1ccccc1)C1CC(=O)N(Cc2ccco2)C1=O (stereo unspecified)
0,COc1ccc(NC(=O)N2CCC(CO)(CC3CCCCO3)CC2)c(OC)c1 (stereo unspecified)
7,CCN(CC)S(=O)(=O)c1ccc(N2CCOCC2)c(NCC(=O)Nc2ccc(F)cc2)c1
2,Cc1nn(C)c(C(=O)Sc2cccc(Cl)c2)c1[N+](=O)[O-]

Some of these compounds in order of their number in TbREL1 inh, highest first:
| SMILES | TbREL1 inh |
| --- | --- |
| CCN(CC)S(=O)(=O)c1ccc(N2CCOCC2)c(NCC(=O)Nc2ccc(F)cc2)c1 | 7 |
| CCOC(=O)c1c(C)[nH]c(C(=O)OCC(=O)Nc2ccc(OCC)cc2)c1C | 0 |
| COc1ccc(N2CCN(C(=O)CSc3nnc4c(C)cc5ccc(C)c(C)c5n34)CC2)cc1 | -7 |

A second format for 4 compounds above.
> Clc1cc(Cl)cc(C2=NC(Cc3ccccc3)CO2)c1 (stereo unspecified)
  TbREL1 inh = -1

> COc1ccc(N2CCN(C(=O)CSc3nnc4c(C)cc5ccc(C)c(C)c5n34)CC2)cc1
  TbREL1 inh = -7

> O=C1C=C(c2cccc3c2sc2ccccc23)C[C@@H](c2ccc(Cl)cc2)C1
  TbREL1 inh = 3

> CC(c1ccccc1)C1CC(=O)N(Cc2ccco2)C1=O (stereo unspecified)
  TbREL1 inh = 1

Continuation:
TbREL1 inh,SMILES
-1,COc1ccc(C(NC(=O)CN2C(=O)NC3(CCc4ccccc43)C2=O)c2ccccc2)cc1 (stereo unspecified)
1,CC(=O)Nc1c(C(=O)c2ccc(F)cc2)oc2ccccc12
-6,COC(=O)C1C(=O)C2=C(CC1C)NC(C)=C(C(=O)OC(C)C)C2c1ccc(C)o1 (stereo unspecified)
4,O=C(NCCc1ccc2c(c1)OCO2)Oc1ccccc1
-4,CCOC(=O)C(O)(C1C(=O)CC(C)(C)CC1=O)C(F)(F)F (stereo unspecified)
1,Cc1ccccc1-c1nnn(CC(=O)NCc2ccc3c(c2)OCO3)n1
4,COc1ccc(S(=O)(=O)N2CCc3ccccc32)cc1OC
1,COc1ccc(S(N)(=O)=O)cc1C(=O)OCC1CCCCC1
0,Cc1ccc(NC(=O)CN(C)S(=O)(=O)c2cnc[nH]2)cc1C
-1,COc1ccc(NC(=S)Nc2nc(CC(=O)Nc3ccccc3OC)cs2)cc1
6,CN(C)CCCN(C(=O)c1ccc(S(=O)(=O)N2CCc3ccccc32)cc1)c1nc2ccc(Cl)cc2s1
-1,COc1cc2[nH]c3c(=O)n(CCN4CCCCC4)cnc3c2cc1OC
-1,CSCCC(NC(=O)/C(=C/c1ccco1)NC(=O)c1ccco1)C(=O)O (stereo unspecified)
-5,CCOC(=O)C1(Cc2ccc(OC)cc2)CCN(C(=O)CCN2CCCC2=O)CC1
-2,CC1CCC(NC(=O)CCS(=O)(=O)c2ccc3c(c2)NC(=O)CO3)CC1 (stereo unspecified)
4,O=C(OCC#CCSc1nnc(-c2cccc3ccccc23)o1)c1ccc(F)nc1
0,COC(=O)c1ccc2c(c1)C(C)(C)C(/C=C/c1ccc(O)cc1)=[N+]2C
-6,CCOc1cc(C(c2c(O)nc(SC)[nH]c2=O)c2c(O)nc(SC)[nH]c2=O)ccc1O
-3,CCc1nnc(NC(=O)c2cc(C)oc2C)s1
2,COc1cccc(/C=N/NC(=O)c2ccc(-n3cnnn3)cc2)c1
11*,Cc1onc(-c2ccccc2)c1C(=O)N(Cc1ccccn1)Cc1ccccn1
-2,CCOC(=O)c1sc(NS(=O)(=O)c2ccc(F)cc2)nc1C
3,O=C(NCc1ccccc1)N1CCCC1
-1,CCO/N=C(\C)c1c(O)c2ccccc2n(C)c1=O
3,O=C(O)Cn1nc(C(F)(F)F)c2c1CCC2
3,CCOCCn1cnc2sc(C(=O)NCC(=O)OCC)c(C)c2c1=O
4,Nn1c(SCC(=O)Nc2ccc(F)cc2F)nnc1C1CCCCC1
2,Cc1cccc(N2CC34C=CC(O3)C(C(=O)O)C4C2=O)c1 (stereo unspecified)
1,O=c1cccccc1NCc1ccccc1
3,O=C(COc1ccc(S(=O)(=O)NC2CCCCC2)cc1)Nc1ccc2c(c1)OCCO2
0,COc1ccc(CCNC(=O)CN(c2cc(OC)ccc2OC)S(=O)(=O)c2ccccc2)cc1
12*,Cc1cc(NC(=O)C23CC4CC(CC(C4)C2)C3)n[nH]1
-1,O=C(NCC(=O)N1CCCCCC1)c1ccc(Cl)cc1
-1,COc1ccccc1NC(=O)C1CCN(S(=O)(=O)c2cccc3nonc23)CC1
1,O=C(NC1CCCCCC1)C1CCCN1S(=O)(=O)c1cccc2cccnc12 (stereo unspecified)
-3,S=C(NCC1CCCO1)n1nnc2ccccc21 (stereo unspecified)
3,O=C(Cc1ccc(Cl)cc1Cl)OCC(=O)N1CCCCC1
0,COC(=O)C1NN=C(C(=O)c2ccc(Cl)cc2)C1c1ccc(OC)cc1 (stereo unspecified)
3,CC(C)(C)C(=O)Nc1ccccc1-c1nc2ccccc2[nH]c1=O
-1,COc1cc(CCC(=O)OCc2nnc(-c3ccccc3)o2)cc(OC)c1OC
1,CCCCCOC(=O)c1c(N)n(CCOC)c2nc3ccccc3nc12
1,Cn1nnnc1SCC(=O)c1ccc2c(c1)OCCO2
-3,CCC1CCCCN1CCCNC(=O)CC1Oc2ccccc2NC1=O (stereo unspecified)
-3,Cc1cccc(C2c3c(n(C)c(=O)n(C)c3=O)N=C3c4ccccc4C(=O)C32)c1 (stereo unspecified)
2,CCn1c(SCc2c(F)cccc2F)nc2sc3c(c2c1=O)CCCC3
1,CC1CCCC(=NNC(=O)C2COc3ccccc3O2)C1 (stereo unspecified)
0,COc1ccccc1-n1nnnc1SCC(=O)NC1CCCC1
-3,O=C(c1cccc(-c2nnc(-c3ccccc3)o2)c1)N1CCCCCC1

A draw from above in order of molar mass, rising.
TbREL1 inh,SMILES
1,O=c1cccccc1NCc1ccccc1
-4,CC(=O)Nc1ccc(-c2cc(N)n(-c3ccccc3)n2)cc1
1,COc1ccc(CC(=O)NCC(C)(C)N2CCOCC2)cc1
-2,CCCCN(C1CCS(=O)(=O)C1)S(=O)(=O)c1cccs1 (stereo unspecified)
0,Cc1ccnn1CCC(=O)N1CCCC(N2CCN(c3cccc(Cl)c3)CC2)C1 (stereo unspecified)
-1,CCN(C(=O)COC(=O)c1ccc(COc2ccc3c(C)cc(=O)oc3c2)cc1)C1CCS(=O)(=O)C1 (stereo unspecified)
-2,CC(=O)Nc1ccc(S(=O)(=O)N(C)c2ccc(OCC(=O)OCC(=O)NCc3ccco3)cc2)cc1

Next records:
TbREL1 inh,SMILES
10,Cc1ccccc1C(=O)O/N=C(\N)Cc1cccs1
2,O=C(Cc1nnc(NC(=O)Nc2ccccc2)s1)Nc1ccccc1
2,O=C(COC(=O)C1CCC(=O)N1)Nc1ccc(Oc2ccccc2)cc1 (stereo unspecified)
0,Nc1ccc(Br)cc1C(NCC(=O)O)c1ccccc1 (stereo unspecified)
0,CC(O)(c1ccccc1)c1nc(-c2ccc(S(C)(=O)=O)cc2)cs1 (stereo unspecified)
3,CC(C)(C)C(=O)O/N=C(\N)c1ccc(-c2csnn2)cc1
-2,COc1ccc2c(c1)c(C(=O)N/N=C/c1cccc(O)c1)c(C)n2C
0,CC1Nc2ncnc(N3CCN(c4ccccc4)CC3)c2N(Cc2ccc(Br)cc2)C1=O (stereo unspecified)
2,CCN1C(=O)[C@H]2[C@@H](c3ccc(-c4ccc(Cl)c(Cl)c4)c(OC)c3)N[C@@](Cc3ccccc3)(C(=O)OC)[C@H]2C1=O
3,O=C(NCC1CCN(Cc2ccccc2Cl)CC1)Nc1ccccc1F
0,COC(=O)C(CC(C)C)NC(=O)CNC(=O)c1ccccc1C (stereo unspecified)
1,CCc1ccccc1NC(=O)CN(C)C(=O)CSc1nc2cc(Cl)ccc2s1
-3,O=C(N/C(=C/c1ccco1)C(=O)N1CCCCCC1)c1cccs1
2,CC(C)NC(=O)c1onc(CSc2ccncc2)c1C(=O)NC(C)C
-1,CCN(c1ccccc1)S(=O)(=O)c1ccc(F)cc1C
0,COc1cccc(-c2cn3nc(C)c(C)nc3n2)c1
-1,CC(=O)NCCC(=O)Nc1ncc(S(=O)(=O)c2ccc([N+](=O)[O-])cc2)s1
1,C=CCNC(=O)/C=C/c1ccc(C(C)C)cc1
-4,CC1(C)CC(=O)/C(=C(\O)c2ccccc2)C(=NCCc2ccccc2)C1
0,Cc1ccc(S(=O)(=O)Nc2ccccc2O)cc1
2,NS(=O)(=O)c1ccc(CNC(=O)c2ccc3c(c2)OCO3)cc1
-2,COc1cc(C)nc(N2CCCC(C(=O)Nc3cc(Cl)ccc3OC)C2)n1 (stereo unspecified)
3,COc1ccc(NC(=O)CN2CC(c3ccccc3)CC2=O)cc1OC (stereo unspecified)
1,Clc1ccc(-c2nc3ccc(Cl)cn3c2Cc2cccc(Cl)c2)cc1
1,CC(=O)N1c2cc(S(=O)(=O)N3CCN(c4ccccc4F)CC3)c(Br)cc2CC1C (stereo unspecified)
0,O=C(Nc1ccc(Br)cc1)C1OCCc2ccccc21 (stereo unspecified)
-3,CC(C)C(CC(=O)N1CCCCC1)C1CCOC(C)(C)C1 (stereo unspecified)
-2,O=C(NCCN1CCOCC1)c1cc(S(=O)(=O)NCCCN2CCCC2=O)ccc1Cl
1,O=C(NC1CCCCCC1)C1CC(=O)N(c2ccc(Cl)cc2)C1 (stereo unspecified)
0,CCn1cc(C(=O)Nc2cccc(C(=O)OC)c2)c(=O)c2ccc(C)nc21
0,CN(C(=O)CSC1=Nc2ccccc2C2=NC(c3ccccc3)C(=O)N12)C1CCCCC1 (stereo unspecified)
-2,CC1CCCCN1c1nnc(NC(=O)Cn2c(=O)oc3ccccc32)s1 (stereo unspecified)
1,C=CCOc1cccc(CNCCCN2CCOCC2)c1
3,O=C(COc1ccc(F)cc1Cl)Nc1cccc(S(=O)(=O)N2CCCCCC2)c1
1,Cc1cnc(C(=O)Nc2cccc(-c3nnc4n3CCCCC4)c2)cn1
-6,CCCCn1c(N)c(N(CC)C(=O)CSc2nnnn2-c2cc(C)ccc2C)c(=O)[nH]c1=O
-2,Cc1snc2sc(C(=O)c3ccc(F)cc3)c(N)c12
